# PRMT1 FP inh – PRMT1 methyltransferase inhibitors, primary screen, biochemical, fluorescence polarization. recombinant PRMT1, activity-based probe fluorescence polarization. hit rate 1.3% among 370,000. Protein arginine N-methyltransferase 1 (Homo sapiens), Q99873. inhibition, % at 2.79 µM;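 active = inhibition above about 21% made by adding two undisclosed values, limit read from the data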
# UHRF1 binding – UHRF1 methylated DNA binding inhibitors, primary screen, counter-screen for MBD2 inhibitor project, biochemical, TR-FRET, human UHRF1, single concentration. hit rate 0.75% among 370,000. UHRF1 binding to methylated oligo. AID 687016, 2013. E3 ubiquitin-protein ligase UHRF1 (Homo sapiens), Q96T88. inhibition, % at 4.4 µM; in the data active = inhibition above about 21%;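 also: UHRF1 SRA domain binding a hemimethylated CpG hairpin DNA probe; 0% = median of test compound wells and 100% = reference inhibitor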
# Target sequence (Q96T88 whole entry, looked up, the tested form may be a part): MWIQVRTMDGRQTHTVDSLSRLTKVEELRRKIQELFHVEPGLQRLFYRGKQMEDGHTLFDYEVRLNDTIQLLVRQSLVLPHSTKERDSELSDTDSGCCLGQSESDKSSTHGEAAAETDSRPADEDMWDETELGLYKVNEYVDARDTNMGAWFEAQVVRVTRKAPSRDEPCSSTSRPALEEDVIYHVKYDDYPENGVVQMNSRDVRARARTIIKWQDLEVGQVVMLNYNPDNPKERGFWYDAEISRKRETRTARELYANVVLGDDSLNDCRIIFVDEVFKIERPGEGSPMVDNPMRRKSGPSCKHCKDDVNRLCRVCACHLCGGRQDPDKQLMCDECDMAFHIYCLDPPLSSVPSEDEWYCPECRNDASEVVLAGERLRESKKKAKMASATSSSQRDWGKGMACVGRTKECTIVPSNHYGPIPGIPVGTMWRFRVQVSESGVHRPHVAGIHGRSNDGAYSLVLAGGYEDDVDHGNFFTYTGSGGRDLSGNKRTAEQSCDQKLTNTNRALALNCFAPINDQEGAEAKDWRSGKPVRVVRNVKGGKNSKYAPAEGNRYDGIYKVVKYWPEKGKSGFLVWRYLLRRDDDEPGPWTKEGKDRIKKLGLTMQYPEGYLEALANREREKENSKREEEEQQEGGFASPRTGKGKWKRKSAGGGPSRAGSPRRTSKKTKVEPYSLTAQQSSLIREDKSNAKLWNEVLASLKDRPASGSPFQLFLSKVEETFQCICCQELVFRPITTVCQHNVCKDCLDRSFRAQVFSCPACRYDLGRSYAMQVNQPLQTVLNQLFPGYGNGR
# DDE Tn7 FP inh – inhibitors of Tn7 peptide binding to fibrin DD(E), primary screen, biochemical, fluorescence polarization, human fibrin, Tn7 probe; Fibrinogen beta chain (Homo sapiens), P02675; FP displacement of FITC-Tn7 peptide from fibrin DD(E); 0% = median of compound wells per plate; inhibition, % at 8.3 µM; hit rate 0.13% among 370,000; AID 720508, 2013;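 active = inhibition above the mean of compounds falling within the control limits plus 3 SD of them, cut at about 14% in these data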;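 also: 0% = plate median of compound wells and 100% = 10 µM Aha-Tn7 peptide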
#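 Assay system: Human fibrin DD(E) protein | Medium: Tris buffer with calcium and detergent, pH 7.8 | Reagent: 0.1 µM fluorescent Tn7 | Compound dosing: Single point at 8.3 µM | Times: 10 min preincubation, 3 h with tracer, room temperature | Detection: Fluorescence polarization of the labelled Tn7 tracer | Controls: Aha-Tn7 high control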
# PG9 Ab binder – binders of HIV-1 gp120 antibody PG9, primary screen, biochemical, TR-FRET. TR-FRET gp120-PG9 antibody binding. HIV-1 gp120 / PG9 antibody interaction. hit rate 0.43% among 360,000. AID 624416, 2012. inhibition, % at 6.7 µM; in the data active = inhibition above about 8.5%
# SIAE primary – human SIAE inhibitors, primary screen, biochemical, fluorescence polarization, FP-Rh probe, 1536-well HTS | Sialate O-acetylesterase (Homo sapiens), Q9HAT2 | inhibition, % at 9.66 µM | SIAE FP-Rh probe binding | hit rate 0.69% among 370,000;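 active = inhibition above a cutoff: mean of compounds within the control limits plus 3 SD of those, cut at about 17% in these data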;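 also: 0% = plate median of compound wells and 100% = probe without SIAE protein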
# LEDGF integ inh – blockers of LEDGF/p75-dependent integrase strand transfer – biochemical, TR-FRET, high throughput, primary screen | inhibition, % at 3.7 µM | HIV-1 integrase (with human LEDGF/p75) | AID 743269, 2014 | TR-FRET IN-LEDGF/p75 DNA integration, Eu/Cy5 | hit rate 0.64% among 370,000;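 active = inhibition above the screen-wide mean plus 3 SD, cut at about 13% in these data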;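 also: signal is the Cy5 over europium emission ratio at 671 and 618 nm; 0% = plate median of compound wells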
# ABHD4 inh – ABHD4 inhibitors, primary screen, biochemical, fluorescence polarization, mouse; hit rate 0.54% among 370,000; inhibition, % at 8.92 µM; purified mABHD4, FP-Rh probe fluorescence polarization;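 active = inhibition exceeding the mean over every tested compound plus 3 SD, cut at about 30% in these data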;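 also: 0% = plate median of compound wells and 100% = S159A mutant with DMSO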
#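 Doses – 8.92 µM, single dose · Material – wild-type mouse ABHD4 protein · Replication – single well per compound (singlicate) · Measure – percent inhibition of probe binding, normalized to plate controls · Schedule – 45 min compound pre-incubation plus 60 min probe step, 25 °C · Detection – fluorescence polarization with parallel and perpendicular emission, 525/598 nm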
# HTRA1 inh – HTRA1 serine protease inhibitors, primary screen, biochemical, fluorescence polarization, HTS | Q92743 | recombinant HTRA1, FP-rhodamine activity-based probe | inhibition, % at 5.96 µM | hit rate 0.5% among 340,000; in the data active = inhibition above about 36%;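 also: 0% = enzyme with DMSO and 100% = wells lacking enzyme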
# TCR CD3 inh – inhibitors of human TCR-CD3 interaction, primary screen, biochemical, fluorescence, TAMRA-labeled TCR probe; AID 651800, 2012; hit rate 0.37% among 360,000; inhibition, % at 9.4 µM; in the data active = inhibition above about 19%;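 also: recombinant mutant TCR 2C K166C tagged with TAMRA read by polarization; 0% = receptor in buffer alone and 100% = receptor with positive control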
# TDP2 inh – human TDP2 enzyme inhibitors, primary screen, biochemical, epi absorbance, recombinant enzyme; Tyrosyl-DNA phosphodiesterase 2 (Homo sapiens), O95551; T5PNP hydrolysis, p-nitrophenol absorbance 415 nm; inhibition, % at 12.8 µM; hit rate 0.34% among 370,000; AID 720702, 2013;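 active = inhibition above the mean of all tested compounds plus 3 SD, set per campaign, cut at about 25% in these data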;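 also: 0% = DMSO with enzyme and 100% = buffer with substrate but no TDP2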
#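 Incubation: 2 h at 37 °C; Test system: recombinant human TDP2; Quantity: enzyme 120 nM; Read-out basis: percent inhibition; Medium: 50 mM Tris-HCl pH 7.5 with Mg2+, KCl, DTT, BSA; Repeats: single replicate; Compound: 12.8 µM single point, 1% DMSO; Signal: epi absorbance; Reagent: 5 mM T5PNP chromogenic substrate; Benchmarks: no-enzyme high, DMSO-plus-enzyme low.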
# An asterisk follows results filed as active; . = not tested or not shown; & = joins results of further samples; ! = a repeat was not active. A portion of the library (hit frequency here may not be typical).
[1] COc1ccc(/C=C/C(=O)Nc2ccccc2C(=O)O)cc1OC
[2] CC1(C)OC2CC(=O)OCC23C1CC(=O)C1(C)C3CCC2(C)C(c3ccoc3)OC(=O)C3OC321 (configuration not stated)
[3] CCN(CC)CCOC(=O)C1(c2ccccc2)CCCC1
[4] C=C[C@H]1CN2CC[C@H]1C[C@@H]2[C@@H](O)c1ccnc2ccc(OC)cc12
[5] CCc1cc(=O)oc2c(CNC(Cc3ccccc3)C(=O)O)c(O)ccc12 (configuration not stated)

assay / compound | 1 | 2 | 3 | 4 | 5
PRMT1 FP inh | 1.1 | -0.7 | -2.2 | 5.1&-1.7&-5.8 | -0.1
UHRF1 binding | -2.6 | -1.3 | -3.2 | 41.6*! | -1.7
DDE Tn7 FP inh | 13.7 | -1.4 | -6.4 | 8.8&-5.3&-5.6 | -4.2
PG9 Ab binder | -3.7 | 0.8 | 0.5 | -2.3&2.0&-1.0 | -1.0
SIAE primary | -11.6 | -8.1 | 1.8 | -1.4&-4.9&0.2 | 3.5
LEDGF integ inh | 1.2 | 0.0 | -2.7 | -0.2&4.1&1.4 | -1.3
ABHD4 inh | -4.0 | -1.1 | 3.5 | -0.9&-4.0&-13.4 | 4.7
HTRA1 inh | -5.0 | . | -2.6 | 2.8&-0.1&4.1 | .
TCR CD3 inh | 4.5 | -1.0 | -2.8 | 0.6&-0.6&13.4 | 3.8
TDP2 inh | 0.4 | -3.8 | 5.7 | 2.4&-0.7&-11.3 | 1.9

[6] CCCn1cnc2c1c(=O)n(CCCCC(C)=O)c(=O)n2C
[7] CC(C(=O)O)c1ccc(C(=O)c2cccs2)cc1 (configuration not stated)
[8] CC[N+](C)(CC)CCOC(=O)C(O)(c1ccccc1)C1CCCCC1 (configuration not stated)
[9] O=C(CCNNC(=O)c1ccncc1)NCc1ccccc1
[10] NC(=O)c1cn(Cc2c(F)cccc2F)nn1

assay / compound | 6 | 7 | 8 | 9 | 10
PRMT1 FP inh | -1.3 | -0.1 | 1.6 | 2.1 | -2.5
UHRF1 binding | -0.9 | -1.2 | 2.2 | 0.8 | -1.1
DDE Tn7 FP inh | -5.6 | -1.8 | 9.4 | 1.5 | -3.0
PG9 Ab binder | -2.3 | 1.1 | -0.8 | -2.6 | -1.5
SIAE primary | -1.9 | 4.5 | -3.2 | 1.3 | 6.6
LEDGF integ inh | 1.5 | 1.4 | -1.2 | 2.4 | 0.8
ABHD4 inh | 3.3 | 2.5 | -0.1 | -5.2 | 4.1
HTRA1 inh | 10.6 | 2.7 | 0.1 | 2.2 | 9.1
TCR CD3 inh | 0.8 | 3.4 | -6.0 | 4.3 | 4.2
TDP2 inh | -7.0 | 6.9 | 9.2 | -15.0 | 1.4

# From entry 1 to 8, as listed above:
[1] COc1ccc(/C=C/C(=O)Nc2ccccc2C(=O)O)cc1OC
[2] CC1(C)OC2CC(=O)OCC23C1CC(=O)C1(C)C3CCC2(C)C(c3ccoc3)OC(=O)C3OC321 (configuration not stated)
[3] CCN(CC)CCOC(=O)C1(c2ccccc2)CCCC1
[4] C=C[C@H]1CN2CC[C@H]1C[C@@H]2[C@@H](O)c1ccnc2ccc(OC)cc12
[5] CCc1cc(=O)oc2c(CNC(Cc3ccccc3)C(=O)O)c(O)ccc12 (configuration not stated)
[6] CCCn1cnc2c1c(=O)n(CCCCC(C)=O)c(=O)n2C
[7] CC(C(=O)O)c1ccc(C(=O)c2cccs2)cc1 (configuration not stated)

assay / compound | 1 | 2 | 3 | 4 | 5 | 6 | 7
PRMT1 FP inh | 1.1 | -0.7 | -2.2 | 5.1&-1.7&-5.8 | -0.1 | -1.3 | -0.1
UHRF1 binding | -2.6 | -1.3 | -3.2 | 41.6*! | -1.7 | -0.9 | -1.2
DDE Tn7 FP inh | 13.7 | -1.4 | -6.4 | 8.8&-5.3&-5.6 | -4.2 | -5.6 | -1.8
PG9 Ab binder | -3.7 | 0.8 | 0.5 | -2.3&2.0&-1.0 | -1.0 | -2.3 | 1.1
SIAE primary | -11.6 | -8.1 | 1.8 | -1.4&-4.9&0.2 | 3.5 | -1.9 | 4.5
LEDGF integ inh | 1.2 | 0.0 | -2.7 | -0.2&4.1&1.4 | -1.3 | 1.5 | 1.4
ABHD4 inh | -4.0 | -1.1 | 3.5 | -0.9&-4.0&-13.4 | 4.7 | 3.3 | 2.5
HTRA1 inh | -5.0 | . | -2.6 | 2.8&-0.1&4.1 | . | 10.6 | 2.7
TCR CD3 inh | 4.5 | -1.0 | -2.8 | 0.6&-0.6&13.4 | 3.8 | 0.8 | 3.4
TDP2 inh | 0.4 | -3.8 | 5.7 | 2.4&-0.7&-11.3 | 1.9 | -7.0 | 6.9

[8] CC[N+](C)(CC)CCOC(=O)C(O)(c1ccccc1)C1CCCCC1 (configuration not stated)

assay / compound | 8
PRMT1 FP inh | 1.6
UHRF1 binding | 2.2
DDE Tn7 FP inh | 9.4
PG9 Ab binder | -0.8
SIAE primary | -3.2
LEDGF integ inh | -1.2
ABHD4 inh | -0.1
HTRA1 inh | 0.1
TCR CD3 inh | -6.0
TDP2 inh | 9.2

# Next records.
[11] COc1cc2c(c(OC)c1OC)-c1c(cc3c(c1OC)OCO3)[C@@H](OC(C)=O)[C@H](C)[C@H](C)C2
[12] c1ccc(CC2=NCCN2)cc1
[13] Cc1cc(-c2ccccc2)nnc1NCCN1CCOCC1
[14] CCCNC(C)C(=O)Nc1c(C)csc1C(=O)OC (configuration not stated)
[15] CC(=O)c1ccc2c(c1)N(CCCN(C)C)c1ccccc1S2

assay / compound | 11 | 12 | 13 | 14 | 15
PRMT1 FP inh | 0.5 | 2.9 | -7.0 | -3.4 | 17.6
UHRF1 binding | -2.4 | 2.0 | -1.0 | 4.0 | -6.4
DDE Tn7 FP inh | 0.3 | 7.3 | 1.5 | -13.3 | -1.1
PG9 Ab binder | -0.2 | 0.0 | -0.7 | -0.4 | 0.1
SIAE primary | 4.2 | -3.6 | 6.1 | -4.5 | 5.5
LEDGF integ inh | -3.0 | -5.4 | -1.3 | 3.1 | -2.3
ABHD4 inh | 5.3 | -16.2 | -2.5 | -1.5 | 9.4
HTRA1 inh | -6.0 | 1.5 | 2.4 | -1.1 | 4.2
TCR CD3 inh | 9.1 | -0.5 | -0.2 | 3.8 | 9.6
TDP2 inh | -8.0 | 5.0 | -3.8 | -5.0 | 1.7

[16] C=CC1=C(C(=O)O)N2C(=O)[C@@H](NC(=O)/C(=N\O)c3csc(N)n3)[C@H]2SC1 (stereo in doubt)
[17] Oc1ccc(/C=C/c2cc(O)cc(O)c2)cc1
[18] CCOc1ccc(NC(=O)Cn2cc(C(=O)c3ccco3)c3ccccc32)cc1
[19] NC(=O)c1cccc(-c2cc(Nc3ccc(OC(F)(F)F)cc3)ncn2)c1
[20] CC1(C)Cc2c(sc(NC(=S)NC(=O)c3ccccc3)c2C(=O)O)CO1

assay / compound | 16 | 17 | 18 | 19 | 20
PRMT1 FP inh | 12.6 | 2.1 | -0.9 | 3.5 | -3.9
UHRF1 binding | 7.0 | -0.7 | -2.3 | 2.2 | -2.0
DDE Tn7 FP inh | -0.3 | -3.5 | -0.4 | -7.1 | 4.5
PG9 Ab binder | -0.6 | -2.1 | -0.5 | -3.4 | 0.7
SIAE primary | 6.6 | -1.1 | -12.7 | -51.1 | 5.3
LEDGF integ inh | 5.9 | 1.6 | -0.8 | 3.0 | 1.1
ABHD4 inh | 4.3 | 9.4 | 1.7 | -102.1 | 2.8
HTRA1 inh | 6.2 | 9.4 | -18.7 | -50.7 | -4.1
TCR CD3 inh | 13.2 | 2.0 | 5.9 | 3.2 | -3.2
TDP2 inh | 4.2 | -3.8 | -6.6 | -1.5 | -4.7

[21] C/C=C(/C)C(=O)O[C@@H]1c2c(ccc3ccc(=O)oc23)OC(C)(C)[C@@H]1OC(=O)/C(C)=C\C
[22] CC(=O)OCC1=C[C@@H]2OC(=O)C3=CO[C@@H](O[C@@H]4O[C@H](CO)[C@@H](O)[C@H](O)[C@H]4O)[C@H]1[C@@H]32
[23] COC(=O)c1ccc(O)cc1
[24] Cc1nc2ccccn2c(=O)c1CCN1CCC(C(=O)c2ccc(F)cc2)CC1
[25] CC(COc1ccccc1)NC(C)C(O)c1ccc(O)cc1 (configuration not stated)

assay / compound | 21 | 22 | 23 | 24 | 25
PRMT1 FP inh | -1.4 | -2.1 | 4.7 | 6.3 | 4.0
UHRF1 binding | -6.1 | -0.7 | -0.1 | -1.8 | -1.8
DDE Tn7 FP inh | 12.8 | 4.6 | 3.8 | 1.2 | -7.2
PG9 Ab binder | -0.7 | 1.4 | 1.5 | 0.6 | -2.0
SIAE primary | -1.7 | 0.2 | 2.5 | -4.7 | 2.5
LEDGF integ inh | -0.9 | 1.5 | 2.7 | -1.6 | -4.6
ABHD4 inh | -24.8 | 6.4 | -5.3 | 8.7 | 2.8
HTRA1 inh | -33.1 | 4.8 | -1.2 | 1.2 | 3.4
TCR CD3 inh | 4.5 | 0.0 | -2.5 | 2.4 | -4.7
TDP2 inh | -2.0 | -6.4 | -6.0 | 4.4 | 2.6
